CHO-K1 Ca ag: counter-screen for M1 agonists: effect in parental CHO-K1 cells | Fluo-8 calcium fluorescence; scaled to maximal ATP response, vehicle zero | activation, % at 3 µM | 360,000 compounds, 0.48% hits | AID 602248, 2012; in the data active = activation above about 15%;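 also: untransfected CHO-K1 host cells lacking M1 receptor as counterscreen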
CHO-K1 Ca antag: M1 antagonist counterscreen hit in parental CHO-K1 cells; ATP-induced calcium, Fluo-8 fluorescence; inhibition, % at 3 µM; 360,000 compounds, 0.6% hits;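 active = inhibition above a per-plate cutoff, the plate's mean sample inhibition plus 3 SD, cut at about 24% in these data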;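 also: 0% = DMSO plus EC80 ATP and 100% = DMSO alone without ATP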
TAAR1 ag: human TAAR1 agonists, primary screen, Fluo-8 calcium fluorescence, CHO RD-HGA16 cells; Trace amine-associated receptor 1 (Homo sapiens), Q96RJ0; vehicle wells 0%, saturating PEA agonist 100%; activation, % at 3 µM; 360,000 compounds, 0.99% hits; AID 624467, 2012;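 active = activation above the mean activation of all test compounds in the run plus 3 SD, cut at about 38% in these data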
Target sequence (Q96RJ0 whole entry, looked up): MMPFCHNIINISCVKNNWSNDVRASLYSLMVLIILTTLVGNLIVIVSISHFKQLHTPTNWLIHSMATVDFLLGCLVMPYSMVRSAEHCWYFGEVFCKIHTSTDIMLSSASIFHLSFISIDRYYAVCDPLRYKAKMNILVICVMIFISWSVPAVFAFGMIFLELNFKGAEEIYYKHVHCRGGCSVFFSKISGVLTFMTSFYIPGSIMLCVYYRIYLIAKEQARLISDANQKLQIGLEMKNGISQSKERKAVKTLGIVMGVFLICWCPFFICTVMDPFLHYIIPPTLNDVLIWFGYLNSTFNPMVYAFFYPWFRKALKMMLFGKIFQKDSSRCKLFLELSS
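System: CHO-derived RD-HGA16 cells with stable Gα16 and human TAAR1. Times: 17-24 h plating, Fluo-8 75 min 37 °C, 30 min RT. Measured by: calcium-sensitive Fluo-8 signal, excitation 470-495, emission 515-575 nm. Read-out basis: % activation relative to PEA EC100 response. Control set: DMSO and PEA EC100. Repeats: no replicates (n 1).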
CHRM1 agonist: human M1 muscarinic receptor agonists, primary screen, Fluo-8 calcium fluorescence, CHO-K1 cells, HTS; activation, % at 3 µM; Muscarinic acetylcholine receptor M1 (Homo sapiens), P11229; 360,000 compounds, 0.33% hits; CHO-K1 hM1, agonist mode; 0% DMSO, 100% acetylcholine EC100;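 active = activation above the run's mean compound activation plus 3 SD, cut at about 16% in these data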;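 also: peak over basal fluorescence ratio within a 140 s kinetic read after compound addition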
Target sequence (P11229 whole entry, looked up): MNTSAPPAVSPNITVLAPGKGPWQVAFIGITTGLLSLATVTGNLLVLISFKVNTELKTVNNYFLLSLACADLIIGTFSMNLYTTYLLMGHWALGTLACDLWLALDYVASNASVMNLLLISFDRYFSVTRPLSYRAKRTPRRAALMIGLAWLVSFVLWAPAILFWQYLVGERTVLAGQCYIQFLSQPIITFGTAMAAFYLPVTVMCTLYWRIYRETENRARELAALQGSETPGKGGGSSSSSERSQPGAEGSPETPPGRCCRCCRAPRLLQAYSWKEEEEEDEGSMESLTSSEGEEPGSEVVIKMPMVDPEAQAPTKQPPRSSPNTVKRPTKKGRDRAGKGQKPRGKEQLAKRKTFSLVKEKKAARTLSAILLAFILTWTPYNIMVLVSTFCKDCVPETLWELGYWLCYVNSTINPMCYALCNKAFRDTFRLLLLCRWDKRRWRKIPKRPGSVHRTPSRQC
CHO-K1 Ca PAM: nonselective calcium activators in parental CHO-K1 cells, primary screen, counter-screen for M1 PAM project, cell-based, Fluo-8 calcium fluorescence, full deck, 1536-well; activation, % at 3 µM; 360,000 compounds, 0.02% hits; ATP EC20; 0% at ATP EC20, 100% at ATP max; AID 602247, 2012;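 active = activation above the run cutoff, the mean activation of all test compounds plus 3 SD, cut at about 40% in these data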;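 also: peak over basal fluorescence ratio in a 140 s read after ATP addition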
M1 PAM: human M1 muscarinic receptor positive allosteric modulators, primary screen, CHO-K1 cells, Fluo-8 calcium fluorescence, 1536-well; CHO-K1 hM1, ACh EC20; 0% = ACh EC20, 100% = maximal ACh; activation, % at 3 µM; AID 588819, 2011; Muscarinic acetylcholine receptor M1 (Homo sapiens), P11229; 360,000 compounds, 0.088% hits; in the data active = activation above about 19%, passing the limit was not always enough
TAAR1 antag: human TAAR1 antagonists, primary screen, Fluo-8 calcium fluorescence, CHO RD-HGA16 cells | Trace amine-associated receptor 1 (Homo sapiens), Q96RJ0 | antagonist | inhibition, % at 3 µM | 360,000 compounds, 1.5% hits;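 active = inhibition above a per-plate cutoff, the mean inhibition of test compounds on that plate plus 3 SD, cut at about 49% in these data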;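 also: 0% = DMSO plus EC80 beta-PEA response and 100% = DMSO alone without agonist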
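Test system: CHO RD-HGA16 cells bearing hTAAR1 | Reagent: β-PEA, EC80 | Compound dosing: 3 µM, single point | Schedule: Dye loading 75 min at 37 °C, then 30 min room temperature | Signal: Calcium fluorescence with Fluo-8 | Evaluation: Percent inhibition of PEA-evoked calcium signal, max/basal emission ratio | Control set: DMSO-only wells and EC80 β-PEA-stimulated wells | Repeats: Singlicate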
CHRM1 antagonist: human M1 muscarinic receptor antagonists, primary screen, CHO-K1 cells, Fluo-8 calcium fluorescence, 1536-well. Muscarinic acetylcholine receptor M1 (Homo sapiens), P11229. CHO-K1 hM1, ACh EC80 antagonist. inhibition, % at 3 µM. 360,000 compounds, 1.3% hits;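 active = percent inhibition above its own plate's cutoff, namely the mean of that plate's compound wells plus 3 SD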;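 also: peak over basal fluorescence ratio during 140 s after agonist addition; 0% = ACh EC80 plus DMSO and 100% = DMSO alone without agonist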
CHO parental Ca: ATP-evoked calcium signal inhibitors, parental CHO, primary screen, counter-screen for OX1R antagonist project, cell-based, fluorescence, Fluo-8 calcium dye; parental CHO-K1, ATP-induced calcium, Fluo-8 fluorescence; inhibition, % at 5.6 µM; 330,000 compounds, 0.63% hits; AID 463079, 2010;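 active = inhibition above that plate's mean sample inhibition plus 3 SD, cut at about 26% in these data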;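 also: 0% = ATP-challenged DMSO wells and 100% = DMSO wells without ATP; some compounds past the cut are filed as inactive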
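Assay system: parental CHO cells; Read-out basis: percent inhibition of ATP-evoked calcium rise, normalized to controls; Benchmarks: ATP and no-ATP DMSO wells; Compound dosing: single nominal dose of 5.6 µM per compound; Signal: Fluo-8 calcium dye fluorescence; Also added: ATP as calcium-mobilizing challenge; Repeats: singlicate.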
Starred values were filed as active, the others as inactive; · = no result given.

SMILES	CHO-K1 Ca ag	CHO-K1 Ca antag	TAAR1 ag	CHRM1 agonist	CHO-K1 Ca PAM	M1 PAM	TAAR1 antag	CHRM1 antagonist	CHO parental Ca
Cc1ccc([C@H]2C[C@@H](O)[C@H](n3cc(COC(=O)c4ccccc4)nn3)CN2CC2CCCCC2)cc1	-0.1	-12	-1	0	14	5	3	-18	·
COc1ccc(OC)c(C(=O)c2coc3ccc(OCC(=O)O)cc23)c1	0.1	-4	5	-2	7	7	10	-7	-5
COc1ccc2nc(SCC(=O)Nc3nonc3C)[nH]c2c1	0.2	2	0	-6	8	6	1	-1	-6
COC(=O)C1C(O)=C(C(C)=Nc2cccc3ccccc23)C(=O)CC1(C)C (stereo not given)	3.7	6	0	-4	-9	0	-17	7	-28
Cc1cc(Br)ccc1OCC(=O)NNC(=O)c1ccc(NC(=O)C2CC2)cc1	3.8	9	4	-4	-5	-2	-5	6	-9
O=C(NCC1CCCO1)C1CCCN(Cc2cnn(-c3ccccc3)c2-n2cccc2)C1 (stereo not given)	-0.4	-10	1	-6	10	3	-11	-8	-9
CC(C)N(Cc1ccccc1)C(=S)Nc1ccc(OC(F)F)cc1	3.5	-3	5	-6	-3	-6	16	-3	-5
COc1ccc(N2CCN(C(=O)CN3C(=O)NC(C)(C4CC4)C3=O)CC2)cc1 (stereo not given)	0.1	-4	2	-1	-18	6	3	-4	-3
CCOC(=O)c1c(O)c(Cl)c(C)[nH]c1=O	0.1	-5	0	-4	2	5	-31	-4	6
CCOc1cc(CNCc2ccccc2)ccc1OCc1ccc(Cl)cc1	20*	29*	48*	0	-12	2	47	5	92*
Cc1ccc(NC(=O)COC(=O)c2nn(-c3ccc(Cl)cc3)cc2O)cc1	-0.2	-13	1	-2	10	4	3	-12	-11
CCC1Oc2ccc(C)cc2N(CC(=O)N2CCOCC2)C1=O (stereo not given)	-0.1	-15	10	-3	14	9	-13	-12	-14
Cc1cnc(NC(=O)c2ccccn2)s1	0.3	-7	3	-3	12	4	-4	-8	-6
COc1ccc(Nc2nc(Cl)c(C=O)s2)cc1	7.3	8	·	-3	-6	-17	·	37*	-11
Cc1cc(N)n2ncc(-c3ccc(F)cc3)c2n1	-0.5	10	7	-4	-5	-2	17	-9	-1
O=C(c1ccc(COCC(F)(F)F)o1)N1CCCC1	-0.3	-16	4	-2	14	4	-12	-7	-6
COc1ccc(CCNC(=O)c2nnn(-c3ccccc3OC)c2N)cc1OC	0.4	3	3	0	-5	2	0	-2	-26
COc1ccc(-n2c3c(cc(C(=O)NCC(=O)c4ccccc4)c2=O)C(=O)CC(C)(C)C3)cc1	0.4	8	1	6	-27	21	-28	-7	-8
CC1(C)CN(Cc2ccccc2)C(=O)[C@H]1CC(=O)Nc1ccc(Br)cc1	1.0	-2	1	-1	0	-2	-15	-5	·
CCC(=O)NC(Nc1sc2c(c1C(=O)OC)CCN(C)C2)(C(F)(F)F)C(F)(F)F	0.3	-6	2	-1	0	9	-19	-5	-6
Cc1nc(C)c(-c2csc(NCc3ccco3)n2)s1	1.9	-24	1	-1	11	5	-14	-24	-17
CCn1c(=S)sc2c(=O)n(CC(=O)Nc3ccc(OC)cc3)c(C)nc21	0.0	-13	0	-2	-2	-2	-2	14	-1
COC(=O)c1cccc(COC(=O)c2ccc(N(C)C)cc2)c1	0.4	-9	0	-4	18	-1	10	-2	-11
CCC(C)NC(=O)c1ccc2c(Cl)c3c(nc2c1)CCC3 (stereo not given)	1.8	-15	-1	-6	5	2	4	-17	10
Cc1ccc(-n2c(Cn3nc(C(F)F)cc3C(F)F)n[nH]c2=S)cc1	0.6	-9	9	-3	15	6	-12	-6	-10

Entries of single compounds from above.
`COc1ccc2nc(SCC(=O)Nc3nonc3C)[nH]c2c1` in the list: CHO-K1 Ca ag = 0.2; CHO-K1 Ca antag = 2; TAAR1 ag = 0; CHRM1 agonist = -6; CHO-K1 Ca PAM = 8; M1 PAM = 6; TAAR1 antag = 1; CHRM1 antagonist = -1; CHO parental Ca = -6
`CCC(C)NC(=O)c1ccc2c(Cl)c3c(nc2c1)CCC3` (stereo not given) in the list: CHO-K1 Ca ag = 1.8; CHO-K1 Ca antag = -15; TAAR1 ag = -1; CHRM1 agonist = -6; CHO-K1 Ca PAM = 5; M1 PAM = 2; TAAR1 antag = 4; CHRM1 antagonist = -17; CHO parental Ca = 10

(list continues)
SMILES	CHO-K1 Ca ag	CHO-K1 Ca antag	TAAR1 ag	CHRM1 agonist	CHO-K1 Ca PAM	M1 PAM	TAAR1 antag	CHRM1 antagonist	CHO parental Ca
O=[N+]([O-])c1ccc(COc2cccc(CNc3ccc(Br)cc3)c2)cc1	1.2	-3	1	-9	19	-13	-5	14	2
CCOc1ccc(NC(=O)C(=O)N/N=C\c2ccc(CNS(=O)(=O)c3ccccc3)o2)cc1	2.0	5	1	-4	-8	-6	3	7	-13
COc1ccccc1NC(=O)CSc1nnc(Cc2cc(=O)[nH]c(=O)[nH]2)n1-c1ccccc1	0.9	-9	-1	-4	19	13	-8	-17	-3
O=C(NCc1ccccc1)C1(c2cccc(F)c2)CCCC1	-0.3	-22	12	-6	12	-2	-2	1	-5
CCCc1nc2ccccc2c(NC(=O)CN(CC)CC)c1CC	0.6	-2	1	-9	14	2	14	1	-24
O=C(Nc1cccc(-n2cnnn2)c1)c1cc2ccccc2o1	3.4	0	5	-2	-8	7	7	-2	-4
CN(C)S(=O)(=O)c1ccc(Cl)c(NC(=O)CN2C(=O)NC(C)(C3CC3)C2=O)c1 (stereo not given)	0.5	-9	0	-3	-4	5	0	-7	-2
CC(NC(=S)NCc1ccccc1)C12CC3CC(CC(C3)C1)C2 (stereo not given)	0.5	-1	3	-7	19	8	10	3	-11
COc1ccc(N2C(=O)C3CCCN3C2c2ccccc2Cl)cc1 (stereo not given)	4.0	16	-1	-4	9	8	-10	-10	-5
Cc1cccc(NC(=O)CN(C)C(=O)/C=C/c2ccccc2)c1C	0.3	4	-1	2	5	11	-26	-3	·
Cc1cc(C)n2nc(-c3cccc(Br)c3)cc2n1	0.0	-3	2	1	11	24	-22	-17	-11
CCOC(=O)N1CCC(=NNc2ccnc3cc(Cl)ccc23)CC1	4.3	-9	4	-8	9	-7	2	12	-13
COC(=O)C1CCN(C(=O)COc2ccc(S(=O)(=O)N3CCOCC3)cc2Cl)CC1	0.3	2	2	-3	0	-2	-2	-5	-13
O=C(Nc1sc2c(c1C(=O)O)CCCC2)c1ccc(F)cc1	0.2	-11	-2	-3	-4	6	9	-14	·
Cc1ccc(N=C2C(=O)Nc3ccccc32)c(C)c1	0.2	-4	6	-6	-18	-1	-18	10	-7
Cc1ccc(NC(=O)CN2C(=O)N/C(=C/c3ccc4c(c3)OCCO4)C2=O)cc1	-0.2	-4	4	-1	18	10	-10	-7	-5
CC1OC1c1ccc(-c2ccc(C3OC3C)cc2)cc1 (stereo not given)	0.2	2	4	0	1	2	15	6	·
CC(C)(C)Cc1c(-c2ccc(Cl)cc2)nc2ccc(Br)cn12	-0.1	-18	1	-6	-3	-11	12	9	·
CC(=O)CN1Cc2ccccc2/C1=N\C(=O)Nc1ccccc1	0.2	-27	2	-3	8	2	-13	6	-3
COc1ccc(-c2cc([C@H]3[C@@H]4C=CCC[C@@]4(C)C(=O)N3Cc3ccccc3)ccc2F)cc1	0.5	-15	6	-1	11	1	3	6	-33
COc1ccc(C(=O)COC(=O)c2cc(=O)[nH]c3ccccc23)c(OC)c1	0.4	0	5	-1	0	1	-3	-1	-33
O=C(/C=C/c1c(Cl)cccc1Cl)NCc1ccco1	0.5	-12	1	-8	27	12	-13	-5	-7
COc1ccc(CN2C(=O)c3ccccc3C2C(=O)NC2CCC(C)CC2)c(OC)c1 (stereo not given)	2.0	-17	-1	-1	7	2	-10	-4	-10
C/C(=N\NC(=O)c1csc2ccccc12)c1ccc(O)cc1	2.9	-1	7	-4	23	4	13	-13	-29
CC(C(=O)N(C)C1CCS(=O)(=O)C1)N1C(=O)/C(=C/c2ccco2)SC1=S (stereo not given)	0.1	-5	3	1	11	15	-15	0	-7

An excerpt of these results, with values under each structure.
Order of results – CHO-K1 Ca ag	CHO-K1 Ca antag	TAAR1 ag	CHRM1 agonist	CHO-K1 Ca PAM	M1 PAM	TAAR1 antag	CHRM1 antagonist	CHO parental Ca
> COC(=O)C1CCN(C(=O)COc2ccc(S(=O)(=O)N3CCOCC3)cc2Cl)CC1
  0.3	2	2	-3	0	-2	-2	-5	-13
> O=C(Nc1sc2c(c1C(=O)O)CCCC2)c1ccc(F)cc1
  0.2	-11	-2	-3	-4	6	9	-14	·
> Cc1ccc(N=C2C(=O)Nc3ccccc32)c(C)c1
  0.2	-4	6	-6	-18	-1	-18	10	-7
> Cc1ccc(NC(=O)CN2C(=O)N/C(=C/c3ccc4c(c3)OCCO4)C2=O)cc1
  -0.2	-4	4	-1	18	10	-10	-7	-5
> CC1OC1c1ccc(-c2ccc(C3OC3C)cc2)cc1 (stereo not given)
  0.2	2	4	0	1	2	15	6	·

(continued)
SMILES	CHO-K1 Ca ag	CHO-K1 Ca antag	TAAR1 ag	CHRM1 agonist	CHO-K1 Ca PAM	M1 PAM	TAAR1 antag	CHRM1 antagonist	CHO parental Ca
CC(=O)Nc1ccc(CN2CCC(N3CCC(C(=O)NC4CC4)CC3)CC2)cc1	0.4	-3	0	-8	19	2	-2	-6	·
Cc1ccc(Nc2nc(N)nc(CSCCO)n2)cc1	-0.3	-2	-2	-2	0	4	12	-17	9
CCCOc1ccc(-c2nnc(N)s2)cc1	-0.7	3	10	-1	3	-7	0	-7	-3
CCN(CC)c1c2c(c(C#N)c3nc4ccccc4n13)CCC2	-0.6	0	14	0	6	13	-9	-6	-4
Fc1ccccc1N1CCN(CC2CCCCC2)CC1	0.6	-13	5	-4	26	-2	3	-6	-15
N#Cc1cnn2c3c(cnc12)C(=O)N1CCc2ccccc2C1C3 (stereo not given)	3.5	5	9	-8	8	-2	1	11	-6

Assay outcomes deposited in PubChem BioAssay by The Scripps Research Institute Molecular Screening Center.
